# MITF primary = MITF inhibitors, primary screen, biochemical, AlphaScreen, human; AlphaScreen MITF homodimerization, bead proximity signal; inhibition, % at 2.6 µM; 650,000 compounds, 0.91% hits; AID 1259374, 2018; in the data active = inhibition above about 50%;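 also: 0% = vehicle wells with protein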
# TEAD-YAP inh = TEAD-YAP interaction inhibition, primary screen, TEAD-YAP interaction inhibitor project, luminescence, HEK-TIYL cells; 640,000 compounds, 1.4% hits; TEAD-Gal4/YAP UAS-luciferase luminescence; AID 1259422, 2018; inhibition, % at 9.12 µM; in the data active = inhibition above about 32%;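 also: 0% = median of test compound wells and 100% = reference inhibitor wells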
# GPR151 activ = activators of human GPR151, primary screen, cell-based, PathHunter beta-arrestin, luminescence; activation, % at 11.2 µM; PathHunter beta-arrestin GPR151 cells; G-protein coupled receptor 151 (Homo sapiens), Q8TDV0; 650,000 compounds, 1% hits; AID 1508602, 2020; in the data active = activation above about 4.9%;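 also: 0% = median of compound wells and 100% = cells with positive control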
# Target sequence (Q8TDV0 whole entry, looked up): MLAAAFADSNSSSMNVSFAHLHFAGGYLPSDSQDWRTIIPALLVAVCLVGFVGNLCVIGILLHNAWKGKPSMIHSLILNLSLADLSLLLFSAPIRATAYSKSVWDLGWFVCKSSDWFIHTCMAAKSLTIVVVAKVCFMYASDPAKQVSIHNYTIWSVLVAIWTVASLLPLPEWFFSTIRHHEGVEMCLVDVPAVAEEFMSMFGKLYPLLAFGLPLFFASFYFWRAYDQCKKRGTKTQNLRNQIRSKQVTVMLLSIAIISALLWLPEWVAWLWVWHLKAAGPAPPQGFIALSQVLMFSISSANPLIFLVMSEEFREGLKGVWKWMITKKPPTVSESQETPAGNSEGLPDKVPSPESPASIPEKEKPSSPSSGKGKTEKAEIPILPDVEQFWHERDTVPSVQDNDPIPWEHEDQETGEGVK
# FBW7 activator = FBW7 E3 ligase activators, primary screen, biochemical, AlphaScreen, human; AlphaScreen FBW7–phospho-cyclin E peptide binding, activator screen; normalized activity (activation), % at 26.1 µM; 650,000 compounds, 0.13% hits; in the data active = normalized activity above about 1.9%;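 also: purified mutant Fbw7 with reduced substrate affinity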
# Target sequence (Q969H0 whole entry, looked up): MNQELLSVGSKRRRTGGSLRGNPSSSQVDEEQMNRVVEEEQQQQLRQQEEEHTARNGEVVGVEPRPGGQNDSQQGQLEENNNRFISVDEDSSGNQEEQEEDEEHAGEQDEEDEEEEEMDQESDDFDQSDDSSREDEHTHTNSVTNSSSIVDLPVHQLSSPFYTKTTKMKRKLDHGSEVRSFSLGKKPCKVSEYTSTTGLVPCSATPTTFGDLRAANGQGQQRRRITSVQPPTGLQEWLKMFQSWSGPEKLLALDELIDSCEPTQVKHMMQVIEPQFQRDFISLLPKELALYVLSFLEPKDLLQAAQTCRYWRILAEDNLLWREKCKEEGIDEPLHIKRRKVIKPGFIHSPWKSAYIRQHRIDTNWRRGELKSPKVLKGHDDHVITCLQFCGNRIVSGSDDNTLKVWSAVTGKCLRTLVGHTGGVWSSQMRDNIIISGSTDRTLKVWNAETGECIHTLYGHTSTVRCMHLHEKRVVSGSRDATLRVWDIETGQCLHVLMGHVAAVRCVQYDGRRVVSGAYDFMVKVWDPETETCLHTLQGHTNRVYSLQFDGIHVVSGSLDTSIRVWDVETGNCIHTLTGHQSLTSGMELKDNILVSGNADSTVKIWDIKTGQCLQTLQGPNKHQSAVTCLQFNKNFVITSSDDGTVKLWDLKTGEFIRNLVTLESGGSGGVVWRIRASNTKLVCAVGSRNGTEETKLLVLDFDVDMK
# An asterisk follows results filed as active; x = no result given. Random draw from the library, and some 3.5% of all compounds hit somewhere here.
SMILES,MITF primary,TEAD-YAP inh,GPR151 activ,FBW7 activator
CCN1CCN(CCCN(Cc2ccco2)C(=S)Nc2cc(Cl)ccc2C)CC1,6,-7,-0.4,-0.1
O=C(Cn1cnc2c(nnn2-c2ccc(F)cc2)c1=O)OCc1ccccc1,6,11,-1.2,0.1
CCOc1cccc(C2CC(=O)Nc3c2ccc2ccccc32)c1 (configuration not stated),6,9,-0.6,0.0
O=S(=O)(c1ccccc1F)N1CCC(n2nnc3cc(F)ccc32)CC1,23,16,-0.9,0.1
O/N=C1\CCCCc2c1[nH]c1ccc(C3CCCCC3)cc21,-10,-12,-0.1,-0.1
Cc1ccc(S(=O)(=O)NC(=O)Nc2ccc(C=C(C#N)C#N)cc2)cc1,7,11,-0.2,0.0
Cc1c(C)c2ccc(OCC(=O)O)cc2oc1=O,1,10,1.3,-0.3
CC(C)(C)c1ccc(OCc2nnc(Sc3ccc([N+](=O)[O-])cn3)n2-c2ccccc2)cc1,4,-10,1.9,0.1
CN(c1cccc(NC(=O)CSCc2ccc(Br)cc2)c1)S(C)(=O)=O,15,-2,-0.4,0.0
Oc1ccc2ccccc2c1/C=N/c1ccccn1,1,1,0.4,0.1
O=C(Cn1c2c(c(-c3ccccc3Cl)cc1=O)CCC2)NCc1cccnc1,-8,1,0.2,-0.2
COc1ccc(CC(=O)Nc2cc(F)cc(F)c2)cc1,8,-19,0.3,-0.1
O=C(CNS(=O)(=O)c1cccc2nonc12)NCc1ccc(F)cc1,9,4,-1.3,0.3
O=C1[C@@H]2C[C@H](NCc3cnn(-c4ccccc4F)c3)CN2C(=O)[C@@H]2CCCN12,18,-3,-0.9,0.1
CCCCN(CC)C(=O)c1cn(CC)c2nc(C)ccc2c1=O,-2,-5,-0.4,0.0
O=C(Cc1cccs1)N/N=C\c1ccc(O)c(O)c1,-7,-14,5.3*,-0.1
O=C(Cn1ncn2cccc2c1=O)NCCCc1ccccc1,-4,-6,-0.2,-0.3
CCn1c(COc2ccc(OC)cc2)nc2ccccc21,-7,-45,-1.7,-0.1
COc1ccccc1OCC(=O)NCCCS(=O)(=O)N1CCN(c2ccccc2)CC1,-6,6,4.2,-0.2
c1cc(CN2CCc3nncn3CC2)c2cccnc2c1,14,2,-1.0,0.0
CN(C)P1(N(C)C)=NC(c2ccccc2)=NC(NN(c2ccccc2)c2ccccc2)=N1,8,6,1.3,0.1
CC(C)N(C(=O)N1CCC(c2cccnc2)CC1)C(C)C,8,6,-1.2,0.7
N#Cc1c(/N=C/c2c(O)[nH]c(=O)[nH]c2=O)sc2c1CCC2,-9,-7,0.1,-0.2
Cc1sc2ncn(CC(=O)NCCCC(=O)NCC3COc4ccccc4O3)c(=O)c2c1C (configuration not stated),-12,12,1.0,-0.1
COc1ccc(-c2cnc3ccc(NCc4ccc(S(N)(=O)=O)cc4)nn23)cc1,9,6,1.6,-0.3
C/C(N)=C(/C#N)C(=O)CSc1nnc2oc3ccc(S(=O)(=O)N(C)C)cc3n12,9,31,0.2,-0.1
COc1ccc(O[C@@H]2[C@H](O)CO[C@H]2/C=C/c2ccccc2)cc1,-8,x,0.4,0.0
CC(=O)Oc1ccc(/C=c2/sc3nc(=O)c(Cc4ccc(F)cc4)nn3c2=O)cc1,-1,11,1.1,0.0
O=[N+]([O-])c1cccc(Nc2nc3nonc3nc2Nc2cccc([N+](=O)[O-])c2)c1,-3,4,0.4,0.0
COC(=O)CSc1nnc2c3ccccc3nc(Cc3ccccc3)n12,12,-1,0.5,0.1
CC(=O)Cn1c(=O)c2c(nc3n(-c4ccc(C)c(C)c4)c(C)cn23)n(C)c1=O,11,4,-0.2,0.2
CC(C)OC(=O)/C(C#N)=C/c1ccc([N+](=O)[O-])o1,3,1,1.3,-0.1
COCCn1nnnc1C(C(C)C)N(CCO)Cc1cc2c(C)cc(C)cc2[nH]c1=O (configuration not stated),-4,-4,1.6,-0.4
O=C1NC(=Nc2ccc(Br)cc2)SC1Cc1ccccc1 (configuration not stated),-5,-3,-1.6,0.0
O=C(O)C1CCCCC1C(=O)Nc1ccc(C(=O)N2CCCCC2)c(Cl)c1 (configuration not stated),19,5,-0.3,0.0
Nc1nc(Nc2ccc3ncccc3c2)nc2nc[nH]c12,25,13,1.1,-0.1
Cc1cc(C)n(-c2nncn2/N=C/c2ccc(Cl)cc2Cl)n1,10,10,-0.3,0.1
COc1ccc(C(CN)c2nc3ccccc3[nH]2)cc1OC (configuration not stated),19,1,-0.5,0.5
Cc1ccc(NC(=O)C2C3C=CC4(O3)C2C(=O)N(CCN2CCOCC2)C4C(=O)NC2CCCC(C)C2C)cc1C (configuration not stated),10,4,-0.3,0.0
CC(C)(C)NC1=C(C(=O)c2ccccc2)N(CC(=O)c2ccccc2)S(=O)(=O)c2ccccc21,14,-5,0.2,0.1
CC(NCc1ccc2c(c1)OCO2)C12CC3CC(CC(C3)C1)C2 (configuration not stated),2,-5,-0.9,-0.1
Cc1ccc2occ(CC(=O)Nc3nc4ccc(S(C)(=O)=O)cc4s3)c2c1,-1,18,0.0,-0.1
COc1ccc(/C=N/NC(=O)c2ccncc2)c(C(=O)O)c1OC,-11,8,-2.0,0.2
C=CCNC(=S)NCc1cccnc1,-14,-10,0.0,-0.2
CCNC(=O)NC(=O)C(C)OC(=O)/C=C/c1ccc(OC(F)F)c(OC)c1 (configuration not stated),-3,1,-2.7,0.0
COc1ccc(C2=N/C(=C/c3ccc(OC(C)=O)cc3)C(=O)O2)cc1OC,-4,5,0.0,-0.1
COc1ccc(-c2ccc(C(=O)N(C)C)c(N3CCN(C(=O)c4ccco4)CC3)n2)cc1,-4,-12,-0.9,-0.2
COc1ccc(-n2c(=O)[nH]cc(C(=O)Nc3ccc(C(C)=O)cc3)c2=O)cc1,3,-2,-0.7,1.0
COc1ccc(C(=O)Nc2ccc(NC(=O)c3ccco3)c(Cl)c2)cc1OC,-6,-2,1.0,0.0
COc1ccc(S(=O)(=O)N(CC(=O)NCc2cccnc2)C2CCCCC2)cc1OC,2,5,5.2*,0.1
Clc1ccc(/C=C/c2ccc3cccc(OCc4ccccc4)c3n2)cc1,12,-6,1.0,0.1
CCOc1ccc2c(c1)c1nnc(SCC(N)=O)nc1n2C,9,2,-1.0,-0.2
Cc1cc(=O)n2nc(N3CCC(C(=O)N4CCCC4)CC3)sc2n1,5,0,-0.1,-0.2
Cc1ncc2c(c1CNC(=O)c1ccsc1)CCN(C(=O)C(C)N1CCOCC1)C2 (configuration not stated),8,-10,1.6,0.0
NC(=O)NC(=O)CSc1nnc(COc2ccccc2F)n1-c1ccccc1,-4,-1,0.1,-0.1
Cc1nc(N2CCC(C(=O)NCCC3=CC[C@H]4C[C@@H]3C4(C)C)CC2)nc2ccccc12,15,5,-0.9,0.1
CC(C(=O)N/N=C/c1ccc(O)cc1)n1nnc2ccccc21 (configuration not stated),4,4,-0.6,-0.1
O=C(Nc1ccc(F)cc1F)C1OC2OC3(CCCCC3)OC2C2OC3(CCCCC3)OC12 (configuration not stated),14,2,-0.8,-0.1
COc1cc(NC(=O)c2ccco2)c(OC)cc1NC(=O)Nc1ccccc1Cl,-7,-7,-0.9,0.0
O=C(N/N=C/c1cccc(Cl)c1Cl)C(O)c1ccccc1 (configuration not stated),20,17,-1.4,0.2

# Later entries
SMILES,MITF primary,TEAD-YAP inh,GPR151 activ,FBW7 activator
O=C(O)c1ccc(NS(=O)(=O)c2cccc([N+](=O)[O-])c2)cc1,0,-4,0.6,-0.3
CCOc1ccc(CN2CCN(C(=O)c3c(OC)cccc3OC)CC2)cc1,33,25,-1.3,-0.2
COc1cc(OC)cc(C(=O)N(C(C)C)C(C)C)c1,-4,-3,3.0,-0.2
COc1ccc(N2CCN(Cc3coc4ccc(Cl)cc4c3=O)CC2)cc1,10,5,4.8,0.0
COC(=O)c1ccc(C(=O)Nc2nc3ccc(N)cc3s2)cc1,-4,-52,-1.8,-0.1
COCC1=C(C(=O)OC)C(c2cccs2)n2ncnc2N1 (configuration not stated),-4,-6,2.1,0.0
COc1cccc2cc(C(=O)NC34CC5CC(CC(C5)C3)C4)c(=O)oc12,-16,1,4.1,0.1
CCCNC(=O)Cn1ncc2c3ccccc3n(Cc3ccccc3)c2c1=O,6,2,-0.8,0.2
CCCC/C=C/c1cnc(N2CCN(CCO)CC2)c2nccn12,-12,0,0.6,-1.1
CNC(=O)COC(=O)c1cc(SC)ccc1Cl,0,5,-0.4,0.2
O=c1/c(=C/c2cc([N+](=O)[O-])c(O)cc2Cl)sc2nc3ccccc3n12,13,0,-1.2,-0.1
O=C(CCCOc1ccccc1)Nc1ccc2c(c1)OCO2,0,-28,3.1,0.4
COC(=O)c1ccc(C(=O)N=c2sc3cccc(F)c3n2C)cc1,-11,3,1.7,0.0
Cc1ccccc1NC(=O)C1C(=O)N(C)C23CCCCC2C1c1ccccc1O3 (configuration not stated),8,-20,-0.4,0.3
COc1ccc(COc2ccc(-n3cnnn3)cc2)cc1F,16,-7,2.9,0.2

# One compound at a time, as listed above:
# Profile of COc1ccc(COc2ccc(-n3cnnn3)cc2)cc1F = MITF primary: 16; TEAD-YAP inh: -7; GPR151 activ: 2.9; FBW7 activator: 0.2
# Profile of COc1cccc2cc(C(=O)NC34CC5CC(CC(C5)C3)C4)c(=O)oc12 = MITF primary: -16; TEAD-YAP inh: 1; GPR151 activ: 4.1; FBW7 activator: 0.1
# Profile of Cc1ccccc1NC(=O)C1C(=O)N(C)C23CCCCC2C1c1ccccc1O3 (configuration not stated) = MITF primary: 8; TEAD-YAP inh: -20; GPR151 activ: -0.4; FBW7 activator: 0.3

# Later entries
SMILES,MITF primary,TEAD-YAP inh,GPR151 activ,FBW7 activator
Cc1ccc(C(C(=O)NC(C)(C)C)N(C(=O)c2csnn2)c2ccccc2F)o1 (configuration not stated),6,9,0.7,0.0
O=C(O)CSC(SCC(=O)O)c1ccc([N+](=O)[O-])cc1,-3,-5,1.1,-0.2
Cc1nc2c(c(=O)[nH]1)CCN(C(=O)c1ccc3sc(C)nc3c1)C2,25,8,0.1,0.0
O=C(Nc1cc(Cl)ccc1C(=O)O)c1ccc(Br)o1,7,10,4.5,0.0
COC(=O)[C@@H](NC1CCN(c2ccc(NC(=O)c3cnccn3)cc2)CC1)c1ccccc1,-4,-15,-1.6,-0.3
Cc1cc(C)cc(N2C(=O)/C(=C/c3ccc(F)cc3)S(=O)(=O)C2c2cccc([N+](=O)[O-])c2)c1 (configuration not stated),3,6,0.6,-0.1
CCOc1cc(S(=O)(=O)n2ccc(C)n2)ccc1Br,12,7,3.7,0.1
O=C(NCC1CCCO1)c1cc2nc(-c3ccco3)cc(C(F)(F)Cl)n2n1 (configuration not stated),-29,-1,0.3,0.1
C=C(C)c1cccc(C(C)(C)NC(=O)NNC(=O)c2ccc([N+](=O)[O-])cc2)c1,9,13,-0.8,-0.1
CC(=O)C1=C(c2ccc(Cl)c(Cl)c2)N(C(C)=O)n2c(C)nnc2S1,-16,20,0.6,-0.1
O=C1NC(=Nc2ccccc2)SC1Cc1ccccc1 (configuration not stated),11,-1,0.5,0.3
CCc1ccc(NC(=O)c2sc(=S)n3c2[nH]c(=O)c2sccc23)cc1,1,4,-0.3,-0.1
COc1ccc(S(=O)(=O)N2CCN(C(=O)c3ccccc3[N+](=O)[O-])CC2)cc1OC,-7,-6,-0.7,0.1
C=C(/C=C(\NC(=O)c1ccccc1)C(=O)N1CCC(N2CCCCC2)CC1)S/C=C\C,6,-1,-0.2,-0.1
COc1ccc(-n2c(CN3CCOCC3)nc3ccc([N+](=O)[O-])cc3c2=O)c(OC)c1,18,7,-1.6,0.5

# 6 entries picked at random from the list so far, as already listed:
SMILES,MITF primary,TEAD-YAP inh,GPR151 activ,FBW7 activator
CCOc1ccc2c(c1)c1nnc(SCC(N)=O)nc1n2C,9,2,-1.0,-0.2
Cc1ccc(NC(=O)C2C3C=CC4(O3)C2C(=O)N(CCN2CCOCC2)C4C(=O)NC2CCCC(C)C2C)cc1C (configuration not stated),10,4,-0.3,0.0
CC(=O)Oc1ccc(/C=c2/sc3nc(=O)c(Cc4ccc(F)cc4)nn3c2=O)cc1,-1,11,1.1,0.0
Cc1cc(C)cc(N2C(=O)/C(=C/c3ccc(F)cc3)S(=O)(=O)C2c2cccc([N+](=O)[O-])c2)c1 (configuration not stated),3,6,0.6,-0.1
CN(C)P1(N(C)C)=NC(c2ccccc2)=NC(NN(c2ccccc2)c2ccccc2)=N1,8,6,1.3,0.1
Cc1cc(=O)n2nc(N3CCC(C(=O)N4CCCC4)CC3)sc2n1,5,0,-0.1,-0.2

# (listing goes on)
SMILES,MITF primary,TEAD-YAP inh,GPR151 activ,FBW7 activator
Cc1nc2ccccc2nc(C)c1=NOCc1ccc(F)cc1,-30,-70,-0.6,0.1
COc1c(Cl)cc(C(=O)NC(C)(C)C)cc1Cl,-8,-1,-1.5,-0.1
COc1ccc(CCC(=O)N2CCC3(CC2)OCc2cccc(OC)c2O3)cc1OC,-4,-3,0.4,0.1
CC1CCCCC1Nc1ccc([N+](=O)[O-])cc1C#N (configuration not stated),0,-3,-0.1,-0.1
CC(=O)Nc1cnn(-c2ccc(C(=O)N3CCCCC3c3nc4ccccc4[nH]3)cc2)c1 (configuration not stated),1,2,-0.3,-0.2
O=C(CSc1nc2ccccc2o1)Nc1ccc(Br)cn1,-8,-30,0.2,-0.1
O=C(CCN1C(=O)c2ccncc2C1=O)Nc1ccc(OC(F)(F)F)cc1,-5,4,0.1,0.1
Cc1cc(C)nc(NS(=O)(=O)c2ccc(NC(=O)c3cccc(F)c3)cc2)n1,10,-3,-1.6,0.1
Cc1ccc(NCC(=O)n2c3ccccc3c3ccccc32)cc1C,21,-4,0.1,0.9

# Assay outcomes deposited in PubChem by The Scripps Research Institute Molecular Screening Center.
